Abs 340nm – compound light absorbance at 340 nm, profiling panel, artefact control, biochemical, MLSMR library, data from PS, PMK, MK assays. 65,000 tested, under 10 active. AID 708, 2007. compound absorbance at 340 nm, fold over control. fold change at 10 µM;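 active means at 10 µM dose, initial 340 nm absorbance at least 2 fold that of control wells; inactive means change under 2 fold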;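 further: initial absorbance extrapolated from kinetic A340 decline of NADH oxidation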
C1s block – complement C1s protease inhibitors, primary screen, biochemical, 10-compound mixtures. Complement C1s subcomponent (Homo sapiens), P09871. purified C1s, fluorogenic AMC substrate, pooled mixtures. mean inhibition % of two 10-compound mixtures (hits give high values), % at 5 µM (by protocol). AID 538, 2006. actives 0.16% (n = 62,000);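 active means inhibition above 20% in each of the two 10-compound mixture wells holding the compound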;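 further: 0% = enzyme wells lacking compound mixture and 100% = no-enzyme blank wells; some compounds called inactive have numbers as strong as hits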
FXIa mix inh – FXIa protease inhibitors in compound pools, primary screen, biochemical, 10-compound mixtures; Coagulation factor XI (Homo sapiens), P03951; purified FXIa, fluorogenic substrate, pooled mixtures; inhibition, % at 5 µM; actives 0.19% (n = 62,000); AID 680, 2007;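 further: each value is inhibition by a whole ten-compound pool holding the compound; 0% = enzyme with no mixture and 100% = wells lacking enzyme; strong numbers were not always called active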
CatG inh – human cathepsin G inhibitors, primary screen, biochemical, pooled compound mixtures, AMC fluorescence; P08311; purified enzyme, AMC-tetrapeptide fluorescence; inhibition, % at 5 µM (by protocol); actives 0.2% (n = 62,000); AID 581, 2007;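 active means inhibition above 20% in each of the two mixture wells holding the compound; inactive means inhibition of 20% or less in either well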;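 further: 0% = enzyme control without mixture and 100% = blank lacking enzyme; strong numbers were not always called active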
CatL block – inhibitors of human cathepsin L, biochemical; Procathepsin L (Homo sapiens), P07711; purified cathepsin L, fluorogenic substrate, fluorescence; inhibition, %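 (tested at 10 µM)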; actives 0.17% (n = 58,000); AID 460, 2006; in the data active means inhibition above about 45%;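 further: 0% = enzyme with no compound and 100% = no enzyme blank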
Target sequence (P07711 114-288 limits assumed): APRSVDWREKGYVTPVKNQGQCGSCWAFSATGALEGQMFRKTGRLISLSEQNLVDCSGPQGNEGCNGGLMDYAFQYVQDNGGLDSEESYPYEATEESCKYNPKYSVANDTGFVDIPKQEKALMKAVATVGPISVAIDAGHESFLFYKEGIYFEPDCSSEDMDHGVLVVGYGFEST
Target sequence (P07711 292-333 limits assumed): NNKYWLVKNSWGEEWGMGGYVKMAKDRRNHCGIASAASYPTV
FXIIa mix inh – human factor XIIa inhibitors, primary screen, biochemical, pooled compound mixtures, fluorogenic substrate | Coagulation factor XII (Homo sapiens), P00748 | purified FXIIa | inhibition, % at 5 µM | actives 0.2% (n = 62,000) | AID 684, 2007;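 further: 0% = enzyme without compound and 100% = no enzyme blank; some results filed as inactive read as strong as hits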
Target sequence (P00748 20-372 limits assumed): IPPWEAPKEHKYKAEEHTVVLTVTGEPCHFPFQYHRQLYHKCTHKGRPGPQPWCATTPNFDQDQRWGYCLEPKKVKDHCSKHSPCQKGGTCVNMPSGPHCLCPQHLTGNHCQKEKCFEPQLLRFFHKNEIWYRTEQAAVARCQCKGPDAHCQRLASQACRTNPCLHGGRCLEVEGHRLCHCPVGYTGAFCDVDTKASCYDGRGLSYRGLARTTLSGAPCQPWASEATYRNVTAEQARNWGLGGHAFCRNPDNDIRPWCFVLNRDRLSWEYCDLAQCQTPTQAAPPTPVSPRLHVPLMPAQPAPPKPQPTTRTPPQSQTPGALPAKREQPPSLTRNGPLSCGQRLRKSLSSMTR
Target sequence (P00748 373-615 limits assumed): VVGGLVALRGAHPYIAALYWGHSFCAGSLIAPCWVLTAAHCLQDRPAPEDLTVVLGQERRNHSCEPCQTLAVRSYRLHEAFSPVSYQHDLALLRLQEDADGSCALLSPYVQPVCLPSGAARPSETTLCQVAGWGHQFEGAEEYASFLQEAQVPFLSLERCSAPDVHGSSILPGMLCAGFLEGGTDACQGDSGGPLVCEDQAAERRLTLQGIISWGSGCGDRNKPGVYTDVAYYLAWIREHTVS
CatS block – inhibitors of human cathepsin S, biochemical, compound mixtures | P25774 | recombinant cathepsin S, AMC dipeptide fluorescence, pooled mixtures | inhibition, %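 (tested at 5 µM per compound within 10-compound mixtures)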 | actives 0.06% (n = 62,000); in the data active means inhibition above about 32%, passing the limit was not always enough;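 further: 0% = enzyme without compound and 100% = blank without enzyme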
Target sequence (P25774 115-331 limits assumed): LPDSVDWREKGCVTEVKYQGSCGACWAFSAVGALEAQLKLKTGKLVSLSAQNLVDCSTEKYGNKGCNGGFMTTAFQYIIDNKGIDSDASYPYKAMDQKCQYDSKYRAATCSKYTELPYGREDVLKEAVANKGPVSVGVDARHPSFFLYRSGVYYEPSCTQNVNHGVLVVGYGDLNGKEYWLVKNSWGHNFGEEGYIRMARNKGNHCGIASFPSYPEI
CatB block – human cathepsin B inhibitors, primary screen, biochemical, fluorogenic substrate; P07858; purified cathepsin B, fluorescence; inhibition, %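 (tested at 10 µM)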; actives 0.1% (n = 63,000); in the data active means inhibition above about 21%;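 further: 0% = enzyme with no compound and 100% = no enzyme blank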
CatB mix inh – cathepsin B inhibitors from pooled compounds, primary screen, biochemical, compound mixtures, AMC fluorescence; Purified cathepsin B, AMC dipeptide fluorescence; inhibition, %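 (ten-compound pools at 5 µM per compound and 50 µM total)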; actives 0.06% (n = 62,000); AID 488, 2006; in the data active means inhibition above about 22%, passing the limit was not always enough;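 further: 0% = enzyme without compound and 100% = no enzyme blank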
An asterisk follows results filed as active; . = not tested or not shown; & = joins results of further samples. Unless noted, no stated cut-off is given here; in the data, active means inhibition above about 20% (passing the limit was not always enough); inactive means the rest. A portion of the library; rates above refer to the full screens.

SMILES	Abs 340nm	C1s block	FXIa mix inh	CatG inh	CatL block	FXIIa mix inh	CatS block	CatB block	CatB mix inh
COC(=O)CN1C(=O)C(O)(CC(=O)c2ccc(Br)cc2)c2ccccc21 (stereo not given)	0.99	-4	2	-2	.	3	-3	-7	-2
CCn1c(-c2cc(Br)cc(OC)c2O)nc2cc(S(=O)(=O)N(C)C)ccc21	1	14	6	10	5	4	1	4	0
O=C(NCCCN1CCN(c2ccccc2)CC1)Nc1ccccc1C(F)(F)F	1	-6	3	1	3	4	4	-4	6
COc1c(F)c(F)c(-c2csc(N)n2)c(F)c1F	1.1	-4	5	-3	-9	4	-21	-1	-4
Cc1ccc(-c2nc(CS(=O)CC(=O)NCCCN3CC(C)CC(C)C3)c(C)o2)cc1 (stereo not given)	1.1	12	4	9	.	-1	-4	0	2
COc1ccc(-c2coc3cc(O)cc(O)c3c2=O)cc1	1	3	10	8	14	10	-14	0	-6
CCCn1c(NCc2ccc(C)o2)nc2ccccc21	0.98	1	26*	-1	14	10	0	2	1
COc1ccc(N2CC(C(=O)NCc3cccnc3)CC2=O)cc1 (stereo not given)	0.98	0	3	8	.	6	5	0	-3
Cc1cc(C)c2ccc(C)[n+]([O-])c2c1O	1.1	18	11	11	6	2	12	3	7
O=C(O)Cn1nnn(-c2ccccc2)c1=S	1	-8	3	-2	0	4	-4	3	-1
COc1ccc(-c2nnc(CSc3nc4ccccc4c(=O)n3CC3CCCO3)o2)cc1OC (stereo not given)	0.99	-18	-2	-13	2	12	-3	3	0
CC(Sc1nncs1)C(=O)NCc1ccc2c(c1)OCO2 (stereo not given)	1	9	1	8	-2	4	-9	-5	2
CNC(=O)CN(c1ccc(C(C)C)cc1)S(C)(=O)=O	1	7	5	10	-5	0	-6	3	4
Cn1cc(SCC(=O)NCC2CCCO2)c2ccccc21 (stereo not given)	1	24	10	7	-2	2	-1	5	2
Cc1ccc2nc(-c3ccc4c(c3)OCCO4)cc(C(=O)O)c2c1	1	11	3	11	6	8	0	4	3
CCSc1oc(-c2cccs2)nc1S(=O)(=O)c1ccccc1	1	5	10	7	6	4	7	0	-1
CCOc1ccc2[nH]c(=O)c(CN(CCO)C(c3nnnn3C3CCCCC3)C(C)C)cc2c1 (stereo not given)	1.1	-4	2	7	.	11	-1	2	-6
COc1ccc(-c2cc(C(=O)OCC(=O)N3CCCC3)c3ccccc3n2)cc1	1	-6	-9	8	1	10	4	7	1
COc1cc2c(cc1OC)C(C(=O)Nc1ccc3c(c1)OCCO3)C(c1cccnc1)N(C)C2=O (stereo not given)	1	-45	3	-5	14	27	18	0	2
O=C1Nc2c(Br)cc(Br)cc2C1(O)N1CCOCC1 (stereo not given)	0.99	-17	1	1	-3	-1	6	2	-4

With a hit mark in FXIa mix inh (from the list above):
SMILES	Abs 340nm	C1s block	FXIa mix inh	CatG inh	CatL block	FXIIa mix inh	CatS block	CatB block	CatB mix inh
CCCn1c(NCc2ccc(C)o2)nc2ccccc21	0.98	1	26*	-1	14	10	0	2	1

New compounds follow.
SMILES	Abs 340nm	C1s block	FXIa mix inh	CatG inh	CatL block	FXIIa mix inh	CatS block	CatB block	CatB mix inh
COc1cccc(CNC(=O)C(CCSC)NS(=O)(=O)c2ccc3c(c2)oc(=O)n3C)c1 (stereo not given)	0.99	2	4	7	12	-3	8	1	1
CSc1c(C#N)c(N)c(C#N)c2c1COC(C)(C)C2	1	-40	-1	4	-12	7	-1	-4	2
CCc1cc2c(NCCC(=O)O)nc(C)nc2s1	1	-20	-13	-15	-3	8	14	2	12
Cc1nc2sc(C(c3cccs3)N3CC(C)CC(C)C3)c(O)n2n1 (stereo not given)	1	-1	3	3	1	-12	9	2	-2
CC(C)CC1(C)NC(=O)N(CC(=O)NC(=O)Nc2ccc3c(c2)OCCO3)C1=O (stereo not given)	1	0	5	-3	2	5	7	8	3
COc1ccc(N2C(=O)CC(N3CCCC4CCCCC43)C2=O)cc1 (stereo not given)	0.98	-40	-2	-6	1	10	1	-4	3
CCOC(=O)C1=C(C)N=C2SC(CC)C(=O)N2C1c1cccc(F)c1 (stereo not given)	1.1	-4	8	-3	1	-4	21	4	0
CC1(C)Oc2ccc(C(=O)NC3CCCC3)cc2N(CC(=O)NC2CCCC2)C1=O	1	-15	4	-1	6	10	10	5	6
CCCN(Cc1ccccc1)S(=O)(=O)c1ccc(N2C(=O)CCC2=O)cc1	1	4	17	-1	-9	1	7	-3	38
CCCS(=O)(=O)N1CCN(CC2CC3C=CC2C3)CC1 (stereo not given)	1	-20	2	-14	-3	-10	2	-1	0
O=C(COC(=O)c1ccc(S(=O)(=O)NCc2ccco2)cc1)Nc1ccccc1OC(F)F	1	36	7	-1	0	2	-3	-2	-3
Cc1ccc2cc3cc(C(=O)N4CCN(C(=O)c5ccco5)CC4)sc3nc2c1	1.1	4	6	5	-1	2	-10	1	2
Cc1ccc(S(=O)(=O)NCCSc2nnc(N)s2)cc1	1	-4	-7	0	7	8	1	-1	-6
COc1ccc(S(=O)(=O)C(C#N)c2nc3ccccc3nc2N2CCCCC2)cc1 (stereo not given)	1.1	3	0	5	-11	-13	0	2	2
O=C1c2ccccc2C(=O)N1CCCc1nc(-c2ccccn2)no1	1.1	1	-7	11	16	0	9	2	-3
COc1cc2ccccc2cc1C(=O)Nc1ccc(N2CCN(C)CC2)cc1	1.1	0	5	-4	5	4	21	5	3
O=C(Nc1cccc2nsnc12)c1cccs1	1.1&1.1	3&-6	11	2	-3	3	-3	1	-2
CN1CCN(CC#CCC(O)(c2ccccc2)C2CCCC2)CC1 (stereo not given)	0.99	3	12	6	2	10	1	5	3
COc1ccccc1N1C(=O)CC(Sc2ncccc2C(=O)O)C1=O (stereo not given)	1.1	-1	6	-3	-4	15	4	-2	6
COc1cccc(C(=O)NC2(C(F)(F)F)N=C3SCCN3C2=O)c1 (stereo not given)	0.99	7	-2	10	.	5	15	0	-4
CC(C)N(C(=O)CSc1nc2c([nH]1)c(=O)n(C)c(=O)n2C)c1ccccc1	1	5	5	11	.	19	1	5	4
CCN1CCC2(CC1)C(C#N)=C(N)Oc1c2sc2nc(C)cc(C)c12	0.96	5	1	4	0	4	17	2	4
O=C(NCCNC(=O)C1CC2CCC1C2)C1CC2CCC1C2 (stereo not given)	1	-32	-3	-2	1	3	-7	-1	-3
CSc1ccccc1NC(=O)c1cnc2n(c1=O)CCS2	1	6	11	2	-1	-14	-8	3	-3
CC(C)Nc1nc(NC(C)C)nc(N(C)C(N)=O)n1	1	-5	-7	5	15	6	0	3	1
COc1ccc(-c2cn3c(C)c(C(=O)N4CCN(c5ccc(F)cc5)CC4)sc3n2)cc1	1	0	11	4	5	9	-1	5	2
C=CCNC(=O)C1CC(=O)N(c2ccc(OCC(=O)Nc3ccc(C)cc3)cc2)C1 (stereo not given)	0.98	7	3	4	16	2	3	-1	-3
COCCn1c(SCC(=O)NCc2ccco2)nc2cccnc21	1	-23	-5	-3	13	9	4	2	-2
Cc1ccc(/C(COc2ccccc2O)=N\O)cc1	1	13	9	7	-2	3	-9	6	-2
O=C(CN(Cc1ccco1)C(=O)CCC(=O)Nc1ccccn1)NCCc1ccccc1	1	-12	-2	-9	11	1	.	8	6
CCCn1c(=C(C#N)C#N)s/c(=C2\C=Cc3ccccc3N2CC)c1=O	1	12	9	7	-1	-16	-7	3	0
O=C(CSc1nnc(-c2ccccc2)o1)NC1CCCCC1	1	-20	4	1	-5	4	-3	0	-3
Cn1c(C(=O)N2CCN(c3ccc(Cl)cc3)CC2)cc2c(=O)n(C)c3ccccc3c21	1	12	8	5	2	-23	7	4	2
COc1ccc(CNC(=O)C2CSC(=O)C2)cc1 (stereo not given)	0.99	11	8	5	-1	2	1	6	3
CC(=O)c1n[nH]nc1NC(=O)c1ccccc1	0.98	-2	-5	12	0	-1	-4	1	-6
CNc1cccccc1=S	1.1	-15	4	-1	21	-12	29	-3	-1
O=C(NCCCNC(=O)NC1CCCCC1)NC1CCCCC1	1	11	5	11	4	3	7	1	6
CN(C)c1ccc(C(c2nnnn2C(C)(C)C)N2CCc3ccccc3C2)cc1 (stereo not given)	1	8	18	12	12	2	1	4	3
COC(=O)CSc1nnc(-c2ccco2)n1-c1ccc(C)cc1	1	-7	-4	5	4	4	-9	-1	-4
CSc1ccc(S(=O)(=O)NC2CCCCCC2)cc1	1	0	-2	7	8	-15	11	1	1
CCn1c2ccccc2c2nnc(SCC(=O)NC(CC(C)C)C(=O)OC)nc21 (stereo not given)	1.1	4	-1	11	3	3	2	2	-1
CCOC(=O)c1[nH]c2ccccc2c1NC(=O)C(C)(C)C	1	11	3	10	-2	1	7	4	7
O=c1nc2n(c3c1oc1ccccc13)Cc1ccccc1-2	1	8	-1	8	27	1	0	6	1
CCC(C(=O)OCCN(CC)CC)c1ccccc1 (stereo not given)	0.97	-9	3	10	0	-2	-8	3	-1
CC(=O)N(CC1CCCO1)C1(C(=O)NC2CCCC2)CCCCC1 (stereo not given)	1	15	5	10	12	-15	11	4	2
C=CCN1CCN(C(CC(C)C)c2nnnn2CCOC)CC1 (stereo not given)	1	-116	-24	-9	21	-8	-17	2	-6
C/C(NCc1cccnc1)=C(\C#N)C(=O)NCc1ccccc1	1	-21	-6	6	-6	-1	7	0	3
CCCCNC(=O)CN1CCC2(O)CCCCC2C1c1ccccc1OC (stereo not given)	1	-4	-2	-1	14	-9	10	-8	5
COc1ccc(-c2cc(C(=O)NCc3ccccc3)no2)cc1OC	1	-11	8	11	-2	1	-1	-3	6
COCCNC(=O)CC(NS(=O)(=O)c1ccc(C)cc1)c1ccco1 (stereo not given)	1	16	6	9	14	3	-2	4	5
Cc1cc(Nc2nc3c(c(=O)n(C)c(=O)n3C)n2C)n(-c2ccccc2)n1	1	1	4	5	19	-3	-5	5	1
Cn1nnnc1SCC(=O)Nc1ccccc1-c1ccccc1	1	-24	-9	-3	1	-19	3	2	-2
CC(=O)c1c(C)[nH]c(C(=O)NCc2ccccc2Cl)c1C	1	18	7	12	-3	2	-5	1	5
Cc1ccc(NC(=O)CCSc2nnnn2-c2ccc3c(c2)OCO3)cc1C	1	1	5	0	23	3	5	-3	6
CC1Cc2ccccc2N1C(=O)Cn1c(=O)oc2cc(S(=O)(=O)N3CCCCC3)ccc21 (stereo not given)	1	13	5	10	.	-16	-4	2	1
COc1ccc(S(C)(=O)=O)cc1S(C)(=O)=O	1	-57	5	-4	23	8	5	-4	3
CCNc1nc(Oc2ccc(C(=O)OC)cc2)nc(N(C)C)n1	0.99	18	9	10	-3	-4	-3	0	7
Cc1ccc(S(=O)(=O)N(C)CC(=O)N2CCN(c3ccccn3)CC2)cc1	1.1	-32	-7	1	33	1	5	5	1
N=c1c2c(-c3ccccc3)c(-c3ccccc3)oc2ncn1CCN1CCOCC1	1.1	-1	6	1	-12	7	-1	1	2
CCc1nc(SCCO)c2oc3ccccc3c2n1	1	-12	5	-10	-8	-24	10	7	7

Part of the list above in order of number of heavy atoms, ascending:
SMILES	Abs 340nm	C1s block	FXIa mix inh	CatG inh	CatL block	FXIIa mix inh	CatS block	CatB block	CatB mix inh
Cc1ccc(/C(COc2ccccc2O)=N\O)cc1	1	13	9	7	-2	3	-9	6	-2
Cc1ccc(S(=O)(=O)NCCSc2nnc(N)s2)cc1	1	-4	-7	0	7	8	1	-1	-6
CCNc1nc(Oc2ccc(C(=O)OC)cc2)nc(N(C)C)n1	0.99	18	9	10	-3	-4	-3	0	7

High-throughput results as filed in PubChem.
